Screening data: PubChem, Broad Institute
CASP6 VEID inh: inhibitors of human caspase-6; purified caspase-6, Z-VEID-R110 cleavage fluorescence; hit rate 0.53% among 350,000; inhibition, % at 12.5 µM; AID 686996; P55212;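 active = mean inhibition across replicates at least about 35%, with every replicate also reaching that limit, limit read from the data; inconclusive = only one of the two criteria met; inactive = neither criterion met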;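 note: 0% = median of neutral control wells and 100% = no fluorescence left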
Target sequence (P55212 24-179 limits assumed): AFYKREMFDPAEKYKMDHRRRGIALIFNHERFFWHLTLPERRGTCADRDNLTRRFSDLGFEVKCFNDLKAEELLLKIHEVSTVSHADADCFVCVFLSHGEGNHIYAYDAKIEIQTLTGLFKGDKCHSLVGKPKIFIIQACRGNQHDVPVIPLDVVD
Target sequence (P55212 194-293 limits assumed): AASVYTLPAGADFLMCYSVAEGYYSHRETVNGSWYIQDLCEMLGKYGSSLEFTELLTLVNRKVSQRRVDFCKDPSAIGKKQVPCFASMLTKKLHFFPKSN
DENV2 CPE: DENV2-induced cell death inhibition. DENV2-infected cells, cytopathic effect rescue, plate reader. hit rate 1.7% among 350,000. CPE inhibition, % at 9.99 µM; in the data active = CPE inhibition above about 20%, passing the limit was not always enough; inconclusive = no clear call, values can overlap the other calls; tested in BHK-21 cells;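 note: 0% = median of neutral control wells and 100% = median of positive control wells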
PAX8 reporter: lowers PAX8-driven luciferase in RMG-I cells; RMG-I TPO-luciferase reporter, SteadyGlo, 24 h; inhibition, % at 12.6 µM; hit rate 1.2% among 360,000; AID 652154;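 active = mean replicate inhibition at least 60% with every replicate also reaching 60%; inconclusive = only one of the two criteria is met; inactive = mean below 60% and not all replicates reaching 60%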;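 note: luciferase light reporting Pax8 driven TPO promoter activity; plate controls were median of neutral control wells for no effect and mitoxantrone controls for full effect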
LGR2 antag: blocks bursicon-induced cAMP signaling via Drosophila LGR2; HEK293 LGR2, CRE-luciferase, bursicon-stimulated, 4 h; inhibition, % at 9.99 µM; hit rate 0.35% among 380,000; AID 720647;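 active = drop in luminescence signal, shown as inhibition above about 50% in the replicate tests, limit read from the data, passing the limit was not always enough; inconclusive = probably only some replicates passing the limit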;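 note: agonist challenge used bursicon conditioned medium at about half maximal strength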
SIRT5 inh: inhibitors of human sirtuin-5 desuccinylase; Purified SirT5, succinyl-peptide AMC, trypsin-coupled fluorescence; Q9NXA8; hit rate 1.1% among 330,000; inhibition, % at 15 µM; in the data active = inhibition above about 15%; inconclusive = no clear call, values can overlap the other calls
Target sequence (Q9NXA8 whole entry, looked up): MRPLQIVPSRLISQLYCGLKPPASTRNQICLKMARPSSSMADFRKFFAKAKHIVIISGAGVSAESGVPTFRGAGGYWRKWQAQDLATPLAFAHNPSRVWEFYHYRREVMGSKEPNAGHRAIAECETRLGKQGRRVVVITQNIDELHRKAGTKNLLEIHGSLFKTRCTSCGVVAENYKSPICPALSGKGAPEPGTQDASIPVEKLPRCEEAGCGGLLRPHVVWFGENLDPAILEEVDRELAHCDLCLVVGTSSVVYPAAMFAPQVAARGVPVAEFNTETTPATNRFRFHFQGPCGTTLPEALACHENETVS
ARNT-TACC3 inh: disruptors of human ARNT/TACC3 interaction; AlphaScreen His-ARNT PAS-B/GST-TACC3 binding, luminescence; TACC3 fragment carries E629A point mutation; inhibition, % at 9.99 µM; hit rate 0.66% among 390,000;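 active = mean inhibition of replicates at least 50% and at least half of replicates each reaching 50%; inconclusive = half or more replicates reach 50% but mean below 50%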;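 note: 0% = complete ARNT plus TACC3 wells and 100% = ARNT alone without TACC3; many hits fall short of the cut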
EWS-Fli inh: EWS/Fli transcriptional activity inhibition; A673 NR0B1-luciferase reporter, viability-normalised; inhibition, % at 12.6 µM; hit rate 0.67% among 350,000;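 active = mean inhibition of at least 50% after viability correction, with every replicate also passing that limit; inconclusive = mean reaches 50% but only one of two replicates passes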;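 note: firefly luciferase signal divided by Alamar Blue viability fluorescence both relative to DMSO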
* hit, by the source's call; ? = inconclusive; · = no result given.

SMILES	CASP6 VEID inh	DENV2 CPE	PAX8 reporter	LGR2 antag	SIRT5 inh	ARNT-TACC3 inh	EWS-Fli inh
COc1ccc(NC(=O)Nc2ccc3c(c2)C(=O)N([C@@H](C)CO)C[C@@H](C)[C@@H](CN(C)Cc2ccc4c(c2)OCO4)O3)cc1	0	-12	-9	1	-4	2	9
COc1cccc(C(=O)C2CCCN(Cc3cccc(OCCO)c3)C2)c1 (stereo not given)	-11	5	20	-9	-11	1	-1
COc1ccccc1N(C)S(=O)(=O)c1ccc(C(=O)OCC(N)=O)cc1	0	-12	-6	8	-3	·	-7
C[C@H](CO)N1C[C@H](C)[C@H](CN(C)Cc2ccncc2)Oc2c(NS(=O)(=O)c3cn(C)cn3)cccc2C1=O	-2	7	-4	-6	-5	9	2
C[C@@H]1CN([C@@H](C)CO)C(=O)c2cc(C3=CCCC3)cnc2O[C@H]1CN(C)C(=O)c1ccccc1	0	11	·	-5	4	·	17
Cc1cc(C)cc(NC(=O)C(Nc2ccccc2)c2ccccc2)c1 (stereo not given)	-5	15	13	-2	-4	1	12
O=C(NCC[C@H]1CC[C@H](NC(=O)C2CCCC2)[C@H](CO)O1)c1cnccn1	-1	8	-4	0	0	-1	-9
CCCCCCn1c(N)c(C#N)c2ccc([N+](=O)[O-])cc2c1=O	7	-8	11	-19	-5	-8	-1
CN(C)C(=O)C[C@H]1C[C@@H]2c3cc(NC(=O)CC4CC4)ccc3O[C@@H]2[C@@H](CO)O1	2	-5	-1	-7	-1	-4	-13
CC(C)Cn1c(N)c(C(=O)COC(=O)c2cc(C(F)(F)F)nc3c(C(F)(F)F)cccc23)c(=O)n(C)c1=O	-1	-3	-2	-13	·	·	-11
O=C(Nc1ccc(S(=O)(=O)Nc2ncccn2)cc1)C1=NN(c2ccccc2)C(=O)CC1	19	-8	22	-1	-3	33	15
Cc1c(C(=O)Nc2nnc(C3CC3)s2)oc2c(Cl)cccc12	1	-8	3	3	3	0	-3
CCOC(=O)C1=C(O)C(=O)N(Cc2ccccc2)C1	-2	-2	3	-1	-1	2	3
Cc1ccc(CCNC(=O)C2CCN(S(=O)(=O)c3cccc4cccnc34)CC2)cc1	-4	1	19	3	2	-5	2
O=C(CN1C(=O)NC2(CCCC2)C1=O)Nc1ccccc1-c1ccccc1	1	-6	-5	18	-1	-3	9
CO[C@@H]1CN(C)C(=O)c2ccc(NC(=O)C3CCCC3)cc2OC[C@H](C)N(C(C)=O)C[C@H]1C	4	-5	0	15	0	-7	-7
Cc1ccc(NC(=O)c2ccc3c(c2)OCO3)cc1Cl	-2	22*	-155	-35	3	-3	-99
CCOc1ccc2c(c1)c(N=NC(N)=S)c(O)n2C	0	·	5	7	1	10	12
Cc1cc(Br)ccc1NC(=O)CN1C(=O)C2C3CC(c4ccccc4)C(C3)C2C1=O (stereo not given)	-3	-2	·	21	1	1	-15
CN1c2ccc(-c3ccc(C#N)cc3)cc2[C@H]2[C@H](CCN2S(=O)(=O)c2ccc(F)cc2)[C@@H]1CO	-3	-8	-3	4	1	-5	13
Cc1ccc(S(=O)(=O)Nc2ccc3c(c2)C(=O)N([C@H](C)CO)C[C@H](C)[C@H](CN(C)Cc2ccccc2)OCCCC[C@H](C)O3)cc1	·	-27	5	-2	·	11	-1
C[C@@H]1CN([C@@H](C)CO)C(=O)Cc2cc(NC(=O)Cc3cn(C)c4ccccc34)ccc2O[C@@H]1CN(C)C(=O)Nc1ccc(C(F)(F)F)cc1	-8	-3	-10	-13	-2	-11	2
CCCCn1c(N)c(N(CCOC)C(=O)COC(=O)C(C)(C)Oc2ccc(Cl)cc2)c(=O)[nH]c1=O	0	-3	15	-27	-3	-20	1
CO[C@H]1CN(C)C(=O)c2cc(NC(=O)c3cc(C)on3)ccc2OC[C@H](C)N(CC2CC2)C[C@@H]1C	·	16	-13	-2	5	0	-3
C[C@H](NC(=O)c1ccco1)C(=O)Nc1nc(-c2ccccn2)cs1	21	?	-1	14	0	68*	12
CC(C)OP(=O)(OC(C)C)C1(NS(=O)(=O)c2ccc(Cl)cc2)C=C(Cl)C(=O)C(Cl)=C1	·	4	3	4	0	6	-1
CCS(=O)(=O)N1CCN(C(=O)c2ccc3nc(C)c(N(C)C(=O)CCc4ccccc4)n3c2)CC1	10	6	-3	-2	·	·	-13
COc1ccc(NC(=S)NCC(c2cccnc2)N2CCOCC2)cc1 (stereo not given)	1	3	-10	6	-4	-1	-4
CCC(OC(=O)c1nsc(Cl)c1Cl)C(=O)NCCc1ccccc1 (stereo not given)	-2	-1	-5	1	-2	-7	-9
COCCCNC(=S)NNC(=O)Cn1nc(C)c(Br)c1C	-5	-2	-30	-2	-4	7	8
C[C@H](CO)N1C[C@H](C)[C@@H](CN(C)C)Oc2ncc(C#Cc3ccccc3F)cc2C1=O	0	-4	-20	-4	2	3	-11
CCCCN(C(=O)CSCC(=O)Nc1ccc(OC)cc1)c1c(N)n(CC(C)C)c(=O)[nH]c1=O	0	10	-1	20	3	-3	9
O=C(NC1CCCCC1)C(CCc1ccccc1)n1c(=O)c(-c2ccccc2)nc2ccccc21 (stereo not given)	7	-12	6	8	·	·	-6
CCOC(=O)c1cc(-c2ccccc2)nn1CC1CC(c2ccc(Cl)cc2)=NO1 (stereo not given)	·	·	11	27	·	14	6
O=C(CSc1nnc2n1CCCN2)c1ccccc1	1	0	-41	·	-3	·	-27
CCc1ccc(N(CC(=O)NC2CCCCC2)C(=O)CCC(=O)Nc2ccccn2)cc1	-1	-2	2	14	-6	-5	10
COc1ccc(NCC(=O)N/N=C/C(C)c2ccccc2)cc1 (stereo not given)	4	·	-46	-3	1	0	4
COc1ccc2c3c(n(C)c2c1)[C@H](CO)N(Cc1ccccn1)CC31CCN(C(=O)NC(C)C)CC1	-2	1	·	3	5	·	-6
Cc1cccc(N=N/C(=C\O)C(=O)c2ccc(Br)cc2)c1	0	6	4	-48	-4	1	32
CCOC(=O)c1cc([N+](=O)[O-])cc([N+](=O)[O-])c1Sc1ncnc2nc[nH]c12	16	-5	25	-9	0	6	44

The final four records of the part before come first, to join the parts.
SMILES	CASP6 VEID inh	DENV2 CPE	PAX8 reporter	LGR2 antag	SIRT5 inh	ARNT-TACC3 inh	EWS-Fli inh
COc1ccc(NCC(=O)N/N=C/C(C)c2ccccc2)cc1 (stereo not given)	4	·	-46	-3	1	0	4
COc1ccc2c3c(n(C)c2c1)[C@H](CO)N(Cc1ccccn1)CC31CCN(C(=O)NC(C)C)CC1	-2	1	·	3	5	·	-6
Cc1cccc(N=N/C(=C\O)C(=O)c2ccc(Br)cc2)c1	0	6	4	-48	-4	1	32
CCOC(=O)c1cc([N+](=O)[O-])cc([N+](=O)[O-])c1Sc1ncnc2nc[nH]c12	16	-5	25	-9	0	6	44
COc1ccc(NC(=O)O[C@H](c2ccc(OC)c(O)c2)[C@@H](CCO)OC)cc1	1	3	-11	·	-1	-1	-10
CCC(=O)N1[C@H](CO)[C@H](c2ccc(-c3cccc(F)c3)cc2)[C@@H]1CNC(C)=O	·	14	3	8	·	-2	-4
Cc1cccc(NC(=O)CS(=O)(=O)c2cn(CC(=O)N3CCOCC3)c3ccccc23)c1	1	4	16	-2	9	-3	-3
O=C(OCc1ccccc1)N1CCN(C(c2ccnc3ccccc23)c2nnnn2-c2ccc3c(c2)OCCO3)CC1 (stereo not given)	2	?	28	-7	9	·	-13
O=C(/C=C/c1cccs1)NC(=S)Nc1ccc(S(=O)(=O)Nc2ccccc2C(F)(F)F)cc1	-2	1	2	11	0	-6	1
NC(=O)c1ccc(C2SCC(=O)N2CCc2ccccc2)cc1 (stereo not given)	4	-4	-2	27	6	2	-11
Cc1oc2cc3oc(=O)c(CCC(=O)NCCCN4CCOCC4)c(C)c3cc2c1C	-3	-9	·	-34	·	-9	-40
CCn1c(SCC(=O)c2cc(OC)ccc2OC)nnc1-c1ccncc1	2	-2	·	13	1	1	-7
CCCOc1ccc(NC(=O)Cc2ccc(S(=O)(=O)N3CCOCC3)s2)cc1OCCC	-3	-7	-2	4	-1	3	10
C=CCOC(=O)/C(=C\c1ccccc1)NC(=O)c1ccco1	3	-4	6	1	-1	-4	8
C[C@H]1CN([C@@H](C)CO)C(=O)Cc2cc(NC(=O)Nc3ccccc3)ccc2O[C@H]1CN(C)Cc1ccc(C(F)(F)F)cc1	1	-10	·	11	0	3	-6
Cc1cnc(C(=O)OCC(=O)N2CCN(C(=O)c3ccco3)CC2)cn1	3	-5	·	-14	-1	-1	6
COc1cccc(-c2ccc(NC(=O)C3CCCN(Cc4ccccn4)C3)cc2)c1 (stereo not given)	-4	9	0	2	-4	·	-13
CC(C)NC(=O)N1[C@@H](CO)[C@@H]2c3ccccc3N(C(=O)Nc3ccccc3)C[C@@H]21	2	12	-14	11	-2	-5	-15
C/C=C/c1cnc2c(c1)C(=O)N([C@H](C)CO)C[C@@H](C)[C@@H](CN(C)S(=O)(=O)c1ccc(OC)cc1)O2	1	-14	·	15	-7	0	-12
Cc1ccc(C(C)C)c(OCCCCN2CCNCC2)c1	-4	-13	-11	-5	18*	5	22
CCc1noc(C)c1C(=O)OCC(=O)Nc1nc(-c2ccc(F)c(F)c2)cs1	0	1	-6	·	4	2	-8
COc1ccccc1CNC(=O)C1CCCN(S(=O)(=O)c2ccc3c(c2)CC(C)N3C(C)=O)C1 (stereo not given)	1	0	6	-3	-1	-5	7
O=C(CSc1nc2ncc(Cl)cc2[nH]1)N1CCOCC1	4	-6	-22	-6	-4	-4	-7
O=c1onc(-c2ccccc2)c2ccccc12	2	8	-1	13	-1	-4	0
Cc1cccc2[nH]c(CN(C)Cc3nc(CC4CC4)no3)nc12	-1	·	-3	-9	-1	0	1
Cn1c(SCC(=O)NNC(=O)c2ccccc2O)nnc1-c1ccccc1	-2	-4	3	1	-1	17	-26
O=C(Nc1cccc(OC(=O)c2ccc(Br)o2)c1)c1ccccc1	-3	-5	-61	-18	-2	1	-31
COc1ccc(NC(=O)C2=CC=CN3CCS(=O)(=O)N=C23)c(OC)c1	0	-1	·	1	28*	-9	-11
COc1ccc(OC)c(S(=O)(=O)NC2CC(=O)N(c3cccc(F)c3)C2)c1 (stereo not given)	0	-4	0	9	-2	0	4
CCOC(=O)N(C)C[C@H]1OCc2ccccc2-c2c(n(C)c3ccccc23)C(=O)N([C@H](C)CO)C[C@@H]1C	-5	20	·	-3	-1	9	3
CCCCN(C(=O)CSc1cc(C)c2ccc(OC)cc2n1)c1c(N)n(Cc2ccccc2)c(=O)[nH]c1=O	1	-2	10	-3	-1	-8	8
COCC#Cc1ccc2c(c1)O[C@@H](CN(C)CC1CCOCC1)[C@@H](C)CN([C@@H](C)CO)S2(=O)=O	0	4	·	-9	-4	-2	-12
COc1ccc2ccccc2c1/C=N/NC(=O)c1ccc(C)nc1	-2	-3	1	-12	-3	-5	-11
C[C@@H]1CCCCO[C@@H](CN(C)C(=O)Cc2ccccc2)[C@@H](C)CN([C@@H](C)CO)C(=O)c2cc(NC(=O)NC3CCCCC3)ccc2O1	·	-14	-16	16	·	-2	6
CCC(=O)Nc1ccc(C(=O)NNC(=O)c2cc(OC)c(OC)c(OC)c2)cc1	1	1	4	28	-3	-3	-3
CC(=O)Nc1ccc(NC(=O)c2cc(-c3ccc(C)cc3O)n[nH]2)cc1	-2	-3	1	-3	-6	-3	-28
CN1c2ccc(-c3cccc(F)c3)cc2[C@@H]2[C@@H](CCN2C(=O)c2ccncc2)[C@@H]1CO	·	·	-10	-16	·	-8	0
CC=Cc1ccc2n(c1=O)C[C@H]1[C@H](CO)[C@@H](C(=O)NCC)N(C(=O)CC3CC3)[C@@H]21 (mixture of isomers)	-1	-4	-1	-13	-10	-4	-4
COc1ccc(OCC(=O)NCC(c2ccc(OC)cc2)N2CCCCC2)cc1 (stereo not given)	-10	2	-14	5	-2	-6	0
CC(Oc1ccc2c3c(c(=O)oc2c1)CCC3)C(=O)NCC1CCC(C(=O)O)CC1 (stereo not given)	1	?	·	-16	-7	-10	-21
